GC-B act – GC-B (human) receptor activation | HEK293-GC-B cells, CNP EC30, cGMP TR-FRET; 0% at EC30 CNP, 100% saturating CNP | AID 1920062 | activation, % at 10 µM | 370,000 tested, 0.11% active | P20594;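 active = activation at 10 µM reaching about 35% in either raw or pattern-adjusted values, limit read from the data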
proKLK7 act – proKLK7 (human) activation, primary screen. purified proKLK7, EDANS-DABCYL substrate fluorescence; 100% is mature enzyme control, 0% vehicle. P49862. activation, % at 7 µM. AID 652039. 370,000 tested, 0.9% active;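 active = activation above the mean of all tested compounds plus 3 SD, computed per campaign excluding outliers beyond control limits, cut at about 13% in these data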
Target sequence (P49862 whole entry, looked up): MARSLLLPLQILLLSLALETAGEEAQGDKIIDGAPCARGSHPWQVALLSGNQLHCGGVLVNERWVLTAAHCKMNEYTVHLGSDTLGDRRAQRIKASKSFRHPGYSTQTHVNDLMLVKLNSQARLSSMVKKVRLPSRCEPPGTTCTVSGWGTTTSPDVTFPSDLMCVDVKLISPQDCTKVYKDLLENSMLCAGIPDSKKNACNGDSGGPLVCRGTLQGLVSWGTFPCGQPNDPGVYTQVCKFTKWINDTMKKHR
ARFGAP1 inhibitor – rat ARFGAP1 inhibition; Arfgap1-stimulated ARF1 GTP hydrolysis, GDP FP detection; Q62848; inhibition, % at 16.5 µM; 360,000 tested, 0.26% active;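 active = inhibition above a per-plate limit, mean inhibition of low control wells plus 3 SD, cut at about 25% in these data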;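 also: 0% = DMSO wells with enzyme and 100% = wells lacking Arfgap1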
Target sequence (Q62848 1-136 limits assumed): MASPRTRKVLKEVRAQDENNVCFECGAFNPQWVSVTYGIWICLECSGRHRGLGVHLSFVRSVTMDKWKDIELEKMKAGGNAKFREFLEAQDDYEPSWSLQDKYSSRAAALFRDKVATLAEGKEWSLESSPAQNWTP
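system = rat Arfgap1 catalytic domain, aa 1-136 | technique = FP, GDP Alexa 633 tracer displaced from anti-GDP antibody, 620/688 nm | compound = one concentration, 16.5 µM, DMSO 1.26% | medium = HEPES-based buffer, pH 7.5 | timing = compound-enzyme preincubation 20 min, reaction 120 min, detection 60 min, 25 °C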
NPR1 activator – GC-A (human) enzyme activation | activation, % at 10 µM | AID 1671463 | HEK293 GC-A cells, cGMP TR-FRET, EC30 ANP; 0% at EC30 ANP, 100% saturating ANP | 370,000 tested, 0.14% active | P16066; in the data active = activation above about 40%
sPLA2-III inh – Inhibits HGIII-sPLA2 liposome hydrolysis, primary screen; Q9NZ20; QFRET BODIPY PC-A2 liposome hydrolysis, fluorescence; inhibition, % at 12.2 µM; 370,000 tested, 0.56% active; AID 743126;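 active = inhibition above mean plus 3 SD of compounds lying within the high and low control bounds, cut at about 19% in these data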;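 also: 0% = median of test compound wells and 100% = no enzyme DMSO wells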
ASAP1 GAP inh – inhibitors of human ASAP1 ArfGAP activity. Q9ULH1. ASAP1-stimulated ARF1 GTP hydrolysis, GDP FP detection. inhibition, % at 16.5 µM. 360,000 tested, 0.19% active. AID 624377; in the data active = inhibition above about 25%;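 also: 0% = vehicle with enzyme and substrate and 100% = no enzyme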
rCAG binder – binds r(CAG) RNA repeats. r(CAG) RNA repeat, TO-PRO-1 dye displacement fluorescence. inhibition, % at 3 µM. 370,000 tested, 1.3% active;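 active = inhibition above the plate cutoff, the mean of all test compounds on that plate plus 3 SD, cut at about 35% in these data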;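 also: 0% = DMSO alone and 100% = 100 µM mitoxantrone as full dye displacement; higher means more dye released from RNA so lower well fluorescence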
GAA850 FXN act – frataxin GAA850 promoter activation | HEK293 lucGAA850 FXN promoter luciferase reporter, 24 h; percent of 10 µM SAHA response | activation, % at 6 µM | 360,000 tested, 0.56% active;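 active = activation above the average of all compounds screened plus 3 SD, cutoff fixed separately per campaign, cut at about 7.5% in these data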;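 also: 0% = DMSO wells and 100% = 10 µM SAHA wells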
DDE Tn6 FP inh – disrupts Tn6 cyclic peptide binding to fibrin D-Dimer-E complex | Fibrin DD(E) TRITC-Tn6 fluorescence polarization displacement | inhibition, % at 8.3 µM | 370,000 tested, 0.21% active;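 active = inhibition above a per-campaign cutoff: mean of compounds within control limits plus 3 SD, cut at about 15% in these data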;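 also: 0% = median of all compound wells on the plate and 100% = blocking peptide control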
ADAM10 inh – ADAM10 inhibition, QFRET primary screen | O14672 | recombinant ADAM10, EDANS/DABCYL FRET peptide cleavage, 3 h | inhibition, % at 7 µM | 370,000 tested, 0.62% active;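 active = inhibition above a per-campaign cutoff equal to the mean of compounds falling between control-based bounds plus 3 SD, cut at about 20% in these data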;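 also: 0% = DMSO wells while the 100% control is not disclosed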
Target sequence (O14672 214-748 limits assumed): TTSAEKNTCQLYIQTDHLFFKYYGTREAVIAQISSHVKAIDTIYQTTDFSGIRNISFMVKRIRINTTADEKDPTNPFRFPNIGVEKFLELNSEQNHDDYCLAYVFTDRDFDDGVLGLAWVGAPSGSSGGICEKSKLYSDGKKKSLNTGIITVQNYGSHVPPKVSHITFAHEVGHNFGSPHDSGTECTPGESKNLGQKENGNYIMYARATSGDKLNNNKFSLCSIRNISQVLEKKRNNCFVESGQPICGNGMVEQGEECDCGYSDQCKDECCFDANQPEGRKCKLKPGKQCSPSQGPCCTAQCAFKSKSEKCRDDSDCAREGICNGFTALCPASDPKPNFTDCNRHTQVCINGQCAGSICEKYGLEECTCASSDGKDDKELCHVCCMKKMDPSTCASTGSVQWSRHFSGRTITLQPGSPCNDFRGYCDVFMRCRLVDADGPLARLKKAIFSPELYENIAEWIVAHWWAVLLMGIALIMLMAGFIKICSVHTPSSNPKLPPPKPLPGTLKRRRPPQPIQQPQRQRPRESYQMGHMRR
An asterisk follows results filed as active; i = inactive; · = no result given.

SMILES	GC-B act	proKLK7 act	ARFGAP1 inhibitor	NPR1 activator	sPLA2-III inh	ASAP1 GAP inh	rCAG binder	GAA850 FXN act	DDE Tn6 FP inh	ADAM10 inh
CC1=CN2C(=NC(=O)CC2(C)C(=O)N(CC(=O)NC2CCCC2)c2ccccc2C)C=C1 (stereo not drawn)	3	11	1	0	1	18	-4	-0.7	-6	i
CCn1c(SCC(=O)Nc2ccc(OC)c(OC)c2)nc2c(c1=O)SCC2	-4	0.2	16	2	13	-8	-3	0.1	-8	-2
CCCn1ncc(CN2CCC(C(=O)Nc3cccc(-c4cccc(F)c4)c3)CC2)c1C	0	0.6	9	-5	-21	4	-9	-1.9	10	4
Cc1cccc(N2CCN(C(=O)CCCn3c(=S)[nH]c4cc5c(cc4c3=O)OCO5)CC2)c1C	-1	-1.2	9	-1	2	4	2	3.6	-1	-4
CCn1c(SCC(=O)NCc2ccc(F)cc2)nc2c(c1=O)SC(C)C2 (stereo not drawn)	-10	0.3	8	-7	6	3	1	0.6	1	-16
CC(Oc1ccccc1)C(=O)Nc1ccc(F)c(S(=O)(=O)N2CCOCC2)c1 (stereo not drawn)	-4	0.6	-8	-2	2	9	4	-0.4	1	2
Cc1cc(C)c(NC(=O)C(C)c2cccc(C(=O)c3ccccc3)c2)c(C)c1 (stereo not drawn)	2	0.2	-2	-1	3	-6	-6	1.8	-3	-3
CC(=O)n1cc([C@H]2C=C(C(=O)N3CCOCC3)O[C@@H](OCc3ccc(CO)cc3)C2)c2ccccc21	0	-0.6	17	-1	-5	-12	-2	-2.2	-17	-5
CSc1ncnc2c1ncn2CCCNCc1ccc2c(c1)OCO2	-2	-0.1	6	-2	4	-10	0	0.1	-1	-1
CC(Sc1ncnc2sc(-c3ccccc3)cc12)C(=O)NCC1CCCO1 (stereo not drawn)	-5	-0.4	-4	1	-12	-2	-3	-1.3	0	-30
O=C(COC(=O)Cc1n[nH]c(=O)c2ccccc12)Nc1c(Br)cc([N+](=O)[O-])cc1Br	-7	0.8	-5	-12	3	9	7	1.9	3	-13
O=S1(=O)CCN(OCc2ccc(F)cc2Cl)CC1	-4	-0.5	6	-2	1	11	-2	-0.1	3	0
COc1ccc(NC(=O)CN2C(=O)NC3(CCCCC3C)C2=O)cc1OC (stereo not drawn)	2	0.3	-4	2	0	5	1	-0.9	-2	-8
CC(Cc1cccs1)NC(=O)c1cccs1 (stereo not drawn)	1	0.1	-14	5	-2	-4	1	4.0	6	-4
CCOC(=O)[C@]12CCCC=C1N(Cc1ccco1)C(=O)[C@H](CC(=O)NCCCN1CCCC1=O)C2	-1	0.4	8	4	2	1	-1	·	4	-16
Cc1ccc(S(=O)(=O)NCC(=O)N2CCN(S(=O)(=O)c3ccc(Cl)cc3)CC2)cc1C	2	0.0	-4	0	8	-1	0	-1.2	0	0
O=C(CN1CCN(c2ccccc2)CC1)N/N=C/c1cccc(F)c1	3	-0.1	8	4	1	5	-8	1.0	6	0
COc1ccc(C(=O)CCC(=O)N2CCN(c3ccc(N4CCOCC4)nn3)CC2)cc1	-6	5.2	-3	-3	-3	-5	1	-0.7	-1	-295
COC(=O)c1[nH]c2cc(OC)ccc2c1NC(=O)CCN1CCSCC1	0	0.1	-2	-5	-1	-14	-2	1.0	10	-9
Cc1cc(OC(=O)c2ccco2)c2c(C)cc(=O)oc2c1	-6	1.4	-1	-7	-1	4	3	-4.1	4	-3
Cc1ccc(OCC(=O)OC(C)C(=O)NC2CCCCC2C)cc1C (stereo not drawn)	-1	-0.7	3	0	9	-16	-4	2.4	3	-8
COC(=O)c1ccc(/C=N/N2CCN(Cc3ccc(Cl)cc3)CC2)cc1	-3	-0.3	-9	0	1	1	-1	0.2	-3	3
C=CCN(C(=O)c1ccccc1)c1ccc(OC)cc1	-8	0.8	-4	-6	-1	-1	-2	-4.2	0	2
CCN(CC)S(=O)(=O)c1cc(C(=O)Nc2ccccc2C(=O)O)ccc1OC	1	-0.2	15	0	-6	16	37*	0.9	2	4
CCC(CO)Oc1cc(NC(=O)c2ccc([N+](=O)[O-])cc2)c2ncn(C(C)C)c2c1 (stereo not drawn)	5	0.9	-1	8	8	-15	-3	0.0	8	-8
Cc1ccc2nc(Cl)c(-c3ccccc3)cc2c1	-5	0.3	6	-2	-8	5	-2	-1.1	-1	2
COc1ccc(-n2cc(CN(C)Cc3n[nH]c(=O)[nH]3)c(-c3cccc(F)c3)n2)cc1	2	0.1	6	-2	-3	5	-5	-2.0	-2	-6
O=C(CSc1nnc(-c2cccnc2)n1-c1ccc(Cl)cc1)Nc1cccc2ccccc12	-2	0.3	·	-10	-12	·	2	·	-1	-6
CCN(CC)C(=O)NC(c1ccc(C)c(F)c1)C(Cl)(Cl)Cl (stereo not drawn)	-1	0.3	5	-5	-1	-6	-3	-1.7	-3	2
Cc1noc(C)c1C(=O)N(CC(C)C)c1nc2ccccc2s1	-7	-0.5	-10	-2	-4	-9	-3	2.0	-2	-6
COc1ccc(CCNC(=O)Cn2cnc3c(cnn3-c3ccccc3Cl)c2=O)cc1OC	-6	0.1	15	-2	4	-2	-5	-2.6	-6	1
O=C(CCN1C(=O)COc2ccccc21)NCc1ccco1	0	0.0	4	-1	3	9	0	0.6	-5	-2
COc1cccc(/C(O)=C2/C(=O)C(=O)N(CCN(C)C)C2c2ccccn2)c1 (stereo not drawn)	6	0.4	-6	1	0	-5	-2	1.8	2	-1
O=C(O)C1CCCN1S(=O)(=O)c1ccc2c(c1)CCC2 (stereo not drawn)	3	0.2	9	3	3	-8	3	0.0	9	0
CCOc1cc2c(c3c1C(c1ccccc1)N(S(=O)(=O)c1ccc(C)cc1)C3)C(=O)C=CC2=O (stereo not drawn)	-6	-0.6	-1	-8	3	3	60*	·	2	2
CCN1CCN(CC(O)COCc2cc(OC)c(OC)c(OC)c2)CC1 (stereo not drawn)	-8	-0.3	-7	0	1	6	-1	0.6	-3	4

In the list so far, 5 have two or more sulfur atoms:
SMILES	GC-B act	proKLK7 act	ARFGAP1 inhibitor	NPR1 activator	sPLA2-III inh	ASAP1 GAP inh	rCAG binder	GAA850 FXN act	DDE Tn6 FP inh	ADAM10 inh
CCn1c(SCC(=O)Nc2ccc(OC)c(OC)c2)nc2c(c1=O)SCC2	-4	0.2	16	2	13	-8	-3	0.1	-8	-2
CCn1c(SCC(=O)NCc2ccc(F)cc2)nc2c(c1=O)SC(C)C2 (stereo not drawn)	-10	0.3	8	-7	6	3	1	0.6	1	-16
CC(Sc1ncnc2sc(-c3ccccc3)cc12)C(=O)NCC1CCCO1 (stereo not drawn)	-5	-0.4	-4	1	-12	-2	-3	-1.3	0	-30
CC(Cc1cccs1)NC(=O)c1cccs1 (stereo not drawn)	1	0.1	-14	5	-2	-4	1	4.0	6	-4
Cc1ccc(S(=O)(=O)NCC(=O)N2CCN(S(=O)(=O)c3ccc(Cl)cc3)CC2)cc1C	2	0.0	-4	0	8	-1	0	-1.2	0	0

Back to the main list, repeating the two entries before the break.
SMILES	GC-B act	proKLK7 act	ARFGAP1 inhibitor	NPR1 activator	sPLA2-III inh	ASAP1 GAP inh	rCAG binder	GAA850 FXN act	DDE Tn6 FP inh	ADAM10 inh
CCOc1cc2c(c3c1C(c1ccccc1)N(S(=O)(=O)c1ccc(C)cc1)C3)C(=O)C=CC2=O (stereo not drawn)	-6	-0.6	-1	-8	3	3	60*	·	2	2
CCN1CCN(CC(O)COCc2cc(OC)c(OC)c(OC)c2)CC1 (stereo not drawn)	-8	-0.3	-7	0	1	6	-1	0.6	-3	4
COc1ccc(/C=N/NC(=O)CSCc2ccc([N+](=O)[O-])cc2)cc1OC	5	-0.5	10	5	13	0	-3	2.1	-5	-2
NNC(=O)c1cccc(COCC(F)(F)C(F)F)c1	-1	0.1	-6	-2	-7	6	1	1.1	6	7
O=C(NCCc1ccco1)C(=O)NCCC1CCCCN1S(=O)(=O)c1ccccc1 (stereo not drawn)	9	0.5	-13	-2	-5	-22	-3	1.9	-4	1
CC(OC(=O)Cc1n[nH]c(=O)c2ccccc12)C(=O)Nc1cc(Cl)cc(Cl)c1 (stereo not drawn)	-12	0.6	-1	-4	2	3	5	0.3	4	-9
CCOC(=O)C1=Nc2ccccc2C1=[N+]=[N-]	-1	-2.0	3	-2	2	-9	0	-1.6	6	-20
CCOc1ccc2nc(NC(=O)CSc3nc4ccccc4c(=O)n3Cc3ccco3)sc2c1	0	-0.7	6	-3	-6	-17	4	-0.8	1	-3
CC(C)CCNC(=O)CCCC1=NS(=O)(=O)c2ccccc2N1	1	0.6	2	0	6	5	0	-1.3	3	-5
COc1ccc(C(C)=O)cc1CSc1nc2cc(C(=O)O)ccc2c(=O)n1Cc1ccccc1	6	-0.1	7	1	-7	-10	15	2.8	-5	-9
OCC1CCN(Cc2nc(Cc3ccccc3Cl)no2)CC1	1	0.8	-4	2	-2	4	-2	1.7	0	6
CCOc1nc(NCCO)nc(NCCC2=CCCCC2)n1	7	0.3	6	-1	7	-17	-1	0.8	-2	7
COc1ccc(OC)c(/C=N/NC(=O)c2cc3c(OC)cccc3[nH]2)c1	4	-15	17	21	-8	-6	8	-3.0	-13	-90
CCc1ccc(NS(=O)(=O)c2ccc3[nH]cc(C(=O)N4CCCCC4)c(=O)c3c2)cc1	0	-2.5	1	-3	-14	-7	6	1.7	1	-8
COc1ccc(CCNC(=O)CSCc2ccc(Br)cc2)cc1OC	0	-0.3	-6	-3	-2	13	-6	0.8	2	-1
CC1CCCC(NS(=O)(=O)c2ccc3c(c2)OCCO3)C1C (stereo not drawn)	-3	0.4	-13	3	-7	0	-6	1.4	-1	-2
COc1cc(C2c3[nH]c4ccccc4c3C[C@@H]3C(=O)N(Cc4ccco4)CC(=O)N23)cc(OC)c1OC (stereo partly drawn)	1	2.1	-13	2	-22	-19	4	-3.9	6	3
NC(=O)NC(CC(=O)NNC(=O)c1ccccn1)c1ccc(Cl)cc1 (stereo not drawn)	-2	-0.1	1	-11	-9	-9	2	0.7	-2	1

Screens (PubChem)
